CAL PDZ FP-1: blocks peptide binding to human CAL PDZ domain; AID 504414; inhibition, % at 20 µM; purified CAL PDZ, TMR-peptide fluorescence polarization, 1 h; 330,000 compounds, 0.02% hits;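 active = highest replicate inhibition of at least 40%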;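 note: plate controls were DMSO neutral control wells for no effect and unlabeled competitor peptide control wells for full effect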
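material = purified tagged CAL PDZ domain construct (CerCALP) | compound dosing = 20 µM, one dose | times = 1 h at RT | measured by = fluorescence polarization from S- and P-plane intensities, G-factor corrected | read-out = inhibition from polarization loss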
cardiac RTF act: increases calcium sensitivity of human cardiac regulated thin filaments; activation, % at 7.2 µM; IANBD-labeled TnC RTF fluorescence at EC20 calcium; 0% EC20 calcium, 100% full calcium; 340,000 compounds, 0.24% hits; AID 493008; P19429+P45379;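 active = activation above the mean over all tested compounds plus 3 SD, cut at about 30% in these data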;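 note: rise in fluorescence read as greater calcium sensitivity of cardiac thin filaments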
CAL PDZ FP-2: CAL PDZ (human) peptide binding inhibition; inhibition, % at 24.9 µM; 300,000 compounds, 0.92% hits; Q9HD26; purified CAL PDZ, TMR-peptide fluorescence polarization, 1 h; AID 602252;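 active = mean inhibition of at least 30% with at least half of replicates also reaching 30%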;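 note: 0% = DMSO neutral control and 100% = excess unlabeled competitor peptide PRC23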
Keap1 Nrf2 FP: Keap1-Nrf2 (human) interaction inhibition; AID 504523; Keap1 Kelch-Nrf2 peptide fluorescence polarization, 1536-well; 340,000 compounds, 0.15% hits; inhibition, % at 9.4 µM; in the data active = inhibition above about 12%;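 note: human Keap1 Kelch domain with fluorescein labeled Nrf2 9mer peptide probe; 0% = neutral control wells and 100% = peptide positive control; higher means more block of Keap1 binding to Nrf2 peptide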
Target sequence (Q14145 whole entry, looked up, the tested form may be a part): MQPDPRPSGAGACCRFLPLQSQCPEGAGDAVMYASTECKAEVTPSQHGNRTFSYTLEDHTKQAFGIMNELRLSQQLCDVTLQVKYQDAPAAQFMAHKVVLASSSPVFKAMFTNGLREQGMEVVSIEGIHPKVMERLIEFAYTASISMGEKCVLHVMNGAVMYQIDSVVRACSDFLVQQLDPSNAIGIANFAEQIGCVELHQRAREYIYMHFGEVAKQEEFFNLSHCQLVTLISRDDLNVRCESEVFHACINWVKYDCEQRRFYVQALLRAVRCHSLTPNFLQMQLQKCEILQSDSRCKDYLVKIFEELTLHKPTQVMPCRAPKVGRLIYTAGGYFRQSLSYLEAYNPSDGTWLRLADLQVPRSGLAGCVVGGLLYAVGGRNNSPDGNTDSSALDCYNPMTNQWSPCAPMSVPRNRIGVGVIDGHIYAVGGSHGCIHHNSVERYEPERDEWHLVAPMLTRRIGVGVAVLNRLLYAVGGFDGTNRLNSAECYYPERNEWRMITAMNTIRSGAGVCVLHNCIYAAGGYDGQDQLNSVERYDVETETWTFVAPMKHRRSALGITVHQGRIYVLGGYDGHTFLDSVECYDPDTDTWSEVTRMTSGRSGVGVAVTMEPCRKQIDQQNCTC
SR-BI uptake up: enhances SR-BI lipid uptake from DiI-HDL. 320,000 compounds, 0.096% hits. activation, % at 12.5 µM. AID 504775. CHO ldlA[mSR-BI] cells, DiI-HDL uptake fluorescence, 3 h; 100 = double the neutral-control signal;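 active = mean replicate activation of at least 60% and every replicate at or above 60%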;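 note: 0% = median plate neutral-control signal and 100% = twice that signal; values of inactives mirror those of a sister screen read the other way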
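Assay system: LDL receptor-deficient CHO ldlA cells overexpressing murine SR-BI / Medium: BSA-supplemented, HEPES-buffered Ham's F12, pH 7.4 / Probe or stimulus: DiI-labelled HDL at 10 µg/mL final / Timing: compound with DiI-HDL co-incubation, 3 h at 37 °C / Technique: bottom-read cell fluorescence after medium removal, ex 550/em 595 nm / Measure: HDL uptake via cellular fluorescence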
PKA-R2B act: activates the human PKA-R2B holoenzyme complex; P22694+P31323; PKA-R2B holoenzyme dissociation, Cy5-IP20 fluorescence polarization; R2B truncated from residue 108, S112A mutant; 0% DMSO only, 100% 113 µM cGMP; activation, % at 11.4 µM; 340,000 compounds, 0.079% hits;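 active = activation above a cutoff set at the mean over all compounds plus 3 SD, cut at about 18% in these data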;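 note: higher means more holoenzyme dissociation and a rise in polarization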
Target sequence (P31323 whole entry, looked up, other chains not shown, the tested form may be a part): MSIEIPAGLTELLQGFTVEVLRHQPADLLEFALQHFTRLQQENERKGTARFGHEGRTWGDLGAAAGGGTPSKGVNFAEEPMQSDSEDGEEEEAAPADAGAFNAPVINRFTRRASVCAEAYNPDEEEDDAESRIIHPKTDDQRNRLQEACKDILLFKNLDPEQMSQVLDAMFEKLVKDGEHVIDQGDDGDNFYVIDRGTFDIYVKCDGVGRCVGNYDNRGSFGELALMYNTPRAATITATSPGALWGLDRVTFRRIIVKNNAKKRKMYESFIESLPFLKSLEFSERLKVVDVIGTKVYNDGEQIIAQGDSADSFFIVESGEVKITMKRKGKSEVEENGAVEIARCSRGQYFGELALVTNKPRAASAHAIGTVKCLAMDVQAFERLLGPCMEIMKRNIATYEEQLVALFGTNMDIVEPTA
LANA DNA inh: inhibitors of KSHV LANA C-terminal domain DNA binding | MBP-C-LANA/FAM-LBS DNA binding, fluorescence polarization | inhibition, % at 9 µM | 340,000 compounds, 0.078% hits;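 active = highest replicate inhibition at or above 60% at 9 µM, even if other replicates fall short; inactive = all replicates below 60% inhibition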;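 note: 0% = neutral control wells and 100% = 4 µM acridine orange control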
RTF Ca sens inh: cardiac RTF calcium desensitization; IANBD-labeled cardiac RTF, Ca2+ fluorescence; AID 493244; inhibition, % at 7.15 µM; P19429+P45379; 340,000 compounds, 0.12% hits;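 active = inhibition above the mean inhibition of all tested compounds plus 3 SD, cut at about 17% in these data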;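 note: assay run at fixed EC70 calcium of 1.6 mM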
DAGLB inh: blocks human DAGLB lipase activity | 340,000 compounds, 0.059% hits | Q8NCG7 | inhibition, % at 5.17 µM | HEK293T DAGLB membrane lysate, EnzChek fluorogenic substrate; in the data active = inhibition above about 34%;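 note: 0% = enzyme with vehicle and 100% = wells lacking enzyme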
Rtt109 HAT inh: C. albicans Rtt109 histone acetyltransferase inhibition; Q5AAJ8; purified Rtt109/Vps75, ThioGlo CoA-SH fluorescence, 4 h; inhibition, % at 34.9 µM; 330,000 compounds, 0.16% hits; AID 540336;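 active = inhibition of at least 50% in every replicate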
Starred values were filed as active, the others as inactive.

Sample of the layout (2 entries):
Screening COC(=O)C(C)Nc1cccc(Br)c1 (stereo unspecified) returned CAL PDZ FP-1 -0.3, cardiac RTF act -1, CAL PDZ FP-2 6, Keap1 Nrf2 FP -4, PKA-R2B act -5, LANA DNA inh -0.8, RTF Ca sens inh -23, DAGLB inh 1 and Rtt109 HAT inh -7.
For CSc1ccc(CN(C)C(=O)C23CC4CC(CC(Cl)(C4)C2)C3)cc1 the results were CAL PDZ FP-1 -1.6, cardiac RTF act -6, CAL PDZ FP-2 -5, Keap1 Nrf2 FP -2, SR-BI uptake up 3, PKA-R2B act -8, LANA DNA inh -0.2, RTF Ca sens inh -1, DAGLB inh -6 and Rtt109 HAT inh 5.

All compounds of this part, repeating the preview:
Screening COC(=O)C(C)Nc1cccc(Br)c1 (stereo unspecified) returned CAL PDZ FP-1 -0.3, cardiac RTF act -1, CAL PDZ FP-2 6, Keap1 Nrf2 FP -4, PKA-R2B act -5, LANA DNA inh -0.8, RTF Ca sens inh -23, DAGLB inh 1 and Rtt109 HAT inh -7.
For CSc1ccc(CN(C)C(=O)C23CC4CC(CC(Cl)(C4)C2)C3)cc1 the results were CAL PDZ FP-1 -1.6, cardiac RTF act -6, CAL PDZ FP-2 -5, Keap1 Nrf2 FP -2, SR-BI uptake up 3, PKA-R2B act -8, LANA DNA inh -0.2, RTF Ca sens inh -1, DAGLB inh -6 and Rtt109 HAT inh 5.
Screening O=C(CSc1nc2[nH]ncc2c(=O)[nH]1)Nc1ccc(F)cc1 returned CAL PDZ FP-1 -2.9, cardiac RTF act 0, CAL PDZ FP-2 0, Keap1 Nrf2 FP -7, SR-BI uptake up 19, PKA-R2B act -6, LANA DNA inh 0.4, RTF Ca sens inh -5, DAGLB inh -6 and Rtt109 HAT inh 4.
Screening Cc1nc2sc3c(=O)[nH]nnc3c2c(C)c1Br returned CAL PDZ FP-1 -4.7, cardiac RTF act -3, CAL PDZ FP-2 -20, Keap1 Nrf2 FP -5, SR-BI uptake up 1, PKA-R2B act -9, LANA DNA inh -2.6, RTF Ca sens inh -4, DAGLB inh 1 and Rtt109 HAT inh 2.
Screening O=C(NC1CCS(=O)(=O)C1)c1sc2ccccc2c1Cl (stereo unspecified) returned CAL PDZ FP-1 -0.1, cardiac RTF act 4, CAL PDZ FP-2 0, Keap1 Nrf2 FP -3, SR-BI uptake up 20, PKA-R2B act -4, LANA DNA inh -0.4, RTF Ca sens inh -7, DAGLB inh 0 and Rtt109 HAT inh -6.
For Oc1ccc(Cl)cc1Nc1nc(NCC2CCCO2)c2ccccc2n1 (stereo unspecified) the results were CAL PDZ FP-1 0.2, cardiac RTF act 9, CAL PDZ FP-2 -1, Keap1 Nrf2 FP 2, SR-BI uptake up -14, PKA-R2B act -7, LANA DNA inh 0.2, RTF Ca sens inh 1, DAGLB inh 0 and Rtt109 HAT inh -1.
COc1ccc(NC(=O)CCC(=O)Nc2nnc(C3CCCCC3)s2)c(OC)c1 was read as CAL PDZ FP-1 -2.9, cardiac RTF act -4, CAL PDZ FP-2 -2, Keap1 Nrf2 FP -2, SR-BI uptake up -6, PKA-R2B act 0, LANA DNA inh 0.2, RTF Ca sens inh 1, DAGLB inh 1 and Rtt109 HAT inh -3.
For O=C(O)CSCNC(=O)C12CC3CC(CC(C3)C1)C2 the results were CAL PDZ FP-1 -1.3, cardiac RTF act -4, CAL PDZ FP-2 3, Keap1 Nrf2 FP -3, SR-BI uptake up 4, PKA-R2B act -1, LANA DNA inh 0.0, RTF Ca sens inh -3, DAGLB inh -1 and Rtt109 HAT inh 8.
Cc1ccccc1Nc1nc(N)nc(COC(=O)CCS(=O)(=O)c2ccc(Cl)cc2)n1 was read as CAL PDZ FP-1 -0.8, cardiac RTF act -8, CAL PDZ FP-2 -2, Keap1 Nrf2 FP 4, SR-BI uptake up 9, PKA-R2B act -3, LANA DNA inh -0.6, RTF Ca sens inh -3, DAGLB inh 0 and Rtt109 HAT inh 2.
`O=c1c2cc(Br)ccc2nc(-c2ccccc2)n1O` gave CAL PDZ FP-1 -2.0, cardiac RTF act 1, CAL PDZ FP-2 -5, Keap1 Nrf2 FP -4, SR-BI uptake up 19, PKA-R2B act 8, LANA DNA inh 1.0, RTF Ca sens inh -5, DAGLB inh 1 and Rtt109 HAT inh 2.
Screening Cn1c(CC(=O)Nc2ccccc2)c(Sc2ccccc2)c2ccccc21 returned CAL PDZ FP-1 -1.7, cardiac RTF act -5, CAL PDZ FP-2 -3, Keap1 Nrf2 FP -2, SR-BI uptake up -5, PKA-R2B act -9, LANA DNA inh 0.4, RTF Ca sens inh 7 and DAGLB inh -8.
Cc1ccc(NC(=O)C(=Cc2ccc(C(=O)O)cc2)C(=O)Nc2ccc(C)cc2C)c(C)c1 was read as CAL PDZ FP-1 -1.6, cardiac RTF act 1, CAL PDZ FP-2 5, Keap1 Nrf2 FP -9, PKA-R2B act -2, LANA DNA inh 3.6, RTF Ca sens inh -6, DAGLB inh 15 and Rtt109 HAT inh -1.
CCCCn1nnc(NC(=O)c2ccco2)n1 was read as CAL PDZ FP-1 -2.1, cardiac RTF act 6, CAL PDZ FP-2 -1, Keap1 Nrf2 FP -1, SR-BI uptake up 11, PKA-R2B act 7, LANA DNA inh -0.5, RTF Ca sens inh -40, DAGLB inh 1 and Rtt109 HAT inh -6.
`Cc1ccc(S(=O)(=O)C2CCOC2=O)cc1` (stereo unspecified) gave CAL PDZ FP-1 -0.3, cardiac RTF act 5, CAL PDZ FP-2 -1, Keap1 Nrf2 FP -2, SR-BI uptake up -13, PKA-R2B act 4, LANA DNA inh -0.7, RTF Ca sens inh -25, DAGLB inh 1 and Rtt109 HAT inh 3.
Screening O=C(N/N=C/c1cccc([N+](=O)[O-])c1)c1ccc2nc[nH]c2c1 returned CAL PDZ FP-1 -3.3, cardiac RTF act 4, CAL PDZ FP-2 4, Keap1 Nrf2 FP -7, SR-BI uptake up -15, PKA-R2B act -6, LANA DNA inh 0.4, RTF Ca sens inh -7, DAGLB inh -1 and Rtt109 HAT inh -5.
For Cc1cc([N+](=O)[O-])nn1CC(=O)Nc1cnc2ccccc2c1 the results were CAL PDZ FP-1 -2.3, cardiac RTF act 7, CAL PDZ FP-2 -7, Keap1 Nrf2 FP 2, SR-BI uptake up 6, PKA-R2B act 7, LANA DNA inh 0.2, RTF Ca sens inh -8, DAGLB inh 2 and Rtt109 HAT inh 8.
For O=C1C=C(c2cccc(CO)c2)C[C@@H](c2ccc(F)cc2)C1 the results were CAL PDZ FP-1 -0.5, cardiac RTF act -1, CAL PDZ FP-2 0, Keap1 Nrf2 FP 1, SR-BI uptake up -14, PKA-R2B act 6, LANA DNA inh -1.7, RTF Ca sens inh -5, DAGLB inh -1 and Rtt109 HAT inh -1.
COc1ccccc1OCCCCn1ncc2ccc(OC)c(OC)c2c1=O was read as CAL PDZ FP-1 -1.7, cardiac RTF act -2, CAL PDZ FP-2 -1, Keap1 Nrf2 FP 1, SR-BI uptake up 19, PKA-R2B act -12, LANA DNA inh -1.2, RTF Ca sens inh -5, DAGLB inh 1 and Rtt109 HAT inh -15.
`Cc1ccc(CN2CCN(C(=O)CCC(=O)Nc3nnc(C(C)C)s3)CC2)c(C)c1` gave CAL PDZ FP-1 -1.8, cardiac RTF act 7, CAL PDZ FP-2 -4, Keap1 Nrf2 FP -3, SR-BI uptake up -22, PKA-R2B act -12, LANA DNA inh 1.4, RTF Ca sens inh -4, DAGLB inh 6 and Rtt109 HAT inh 6.
Screening O=C(Nc1ccc(F)cc1)C1(S(=O)(=O)c2ccc(Cl)cc2)CC1 returned CAL PDZ FP-1 -0.8, cardiac RTF act 2, CAL PDZ FP-2 -4, Keap1 Nrf2 FP -4, SR-BI uptake up 9, PKA-R2B act -4, LANA DNA inh 0.4, RTF Ca sens inh -17, DAGLB inh 0 and Rtt109 HAT inh -1.
O=C(COc1ccccc1)N1CCN(C(=O)c2ccccc2F)CC1 was read as CAL PDZ FP-1 7.3, cardiac RTF act -6, CAL PDZ FP-2 -2, Keap1 Nrf2 FP -3, SR-BI uptake up 40, PKA-R2B act 5, LANA DNA inh -1.3, RTF Ca sens inh 2, DAGLB inh -2 and Rtt109 HAT inh 2.
For COc1cc(/C=C/C(=O)OCC(=O)c2ccc(OC(F)F)cc2)ccc1O the results were CAL PDZ FP-1 16, cardiac RTF act -8, CAL PDZ FP-2 -4, Keap1 Nrf2 FP 1, SR-BI uptake up -57, PKA-R2B act -9, LANA DNA inh 4.6, RTF Ca sens inh 0, DAGLB inh -3 and Rtt109 HAT inh 0.
COc1ccc(C2=NN(C(=O)CSc3nc(=O)n4cc(C)ccc4n3)C(c3ccc(C)cc3)C2)cc1 (stereo unspecified) was read as CAL PDZ FP-1 -4.3, cardiac RTF act -4, CAL PDZ FP-2 -3, Keap1 Nrf2 FP 6, SR-BI uptake up -13, PKA-R2B act -6, LANA DNA inh 0.4, RTF Ca sens inh -4, DAGLB inh 4 and Rtt109 HAT inh -1.
Screening COc1cccc(C(=O)Nc2ccc(NC(=O)c3ccco3)cn2)c1 returned CAL PDZ FP-1 -2.4, cardiac RTF act 8, CAL PDZ FP-2 -5, Keap1 Nrf2 FP 5, SR-BI uptake up -3, PKA-R2B act -3, LANA DNA inh 0.5, RTF Ca sens inh -4, DAGLB inh 0 and Rtt109 HAT inh 5.
Screening CCOC(=O)N1CCC(NC(=O)c2ccc(CS(=O)c3cccc(C)c3)o2)CC1 (stereo unspecified) returned CAL PDZ FP-1 -1.9, cardiac RTF act 6, CAL PDZ FP-2 -2, Keap1 Nrf2 FP -1, SR-BI uptake up 18, PKA-R2B act -3, LANA DNA inh -0.5, RTF Ca sens inh 0, DAGLB inh -5 and Rtt109 HAT inh 18.
O=C(CCc1nnc(C2(c3ccc(Cl)cc3)CCC2)o1)NCCCn1cccn1 was read as CAL PDZ FP-1 -3.6, cardiac RTF act 2, CAL PDZ FP-2 -3, Keap1 Nrf2 FP -2, PKA-R2B act 3, LANA DNA inh -2.1, RTF Ca sens inh -7, DAGLB inh 1 and Rtt109 HAT inh 50*.
For COCCCN1C(=O)C(O)=C(C(=O)c2ccc(C)o2)C1c1cccc(Br)c1 (stereo unspecified) the results were CAL PDZ FP-1 -2.1, cardiac RTF act -5, CAL PDZ FP-2 -5, Keap1 Nrf2 FP 0, SR-BI uptake up 16, PKA-R2B act -5, LANA DNA inh -1.7, RTF Ca sens inh -10, DAGLB inh 5 and Rtt109 HAT inh 10.
Screening COc1ccc(N(C(=O)Cn2nnc(-c3ccc(Cl)cc3)n2)C(C(=O)NCC2CCCO2)c2ccncc2)cc1 (stereo unspecified) returned CAL PDZ FP-1 -0.2, cardiac RTF act 0, CAL PDZ FP-2 -2, Keap1 Nrf2 FP -1, SR-BI uptake up 12, PKA-R2B act -8, LANA DNA inh 1.4, RTF Ca sens inh 9, DAGLB inh 0 and Rtt109 HAT inh -4.

Source: PubChem (several laboratories)
